# Compound activity (PubChem BioAssay)
# BCLXL inh = inhibitors of human Bcl-xL; GST-Bcl-xL / FITC-Bim BH3 peptide fluorescence polarization; Q07817; inhibition, % at 10.9 µM; 320,000 compounds, 0.7% hits;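 active = inhibition above the mean of all tested compounds plus 3 SD, cutoff set per campaign, cut at about 30% in these data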;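 note: 0% = DMSO wells and 100% = unlabeled Bim-BH3 peptide competitor; inhibitors lower millipolarization by displacing the labeled peptide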
# Target sequence (Q07817 whole entry, looked up): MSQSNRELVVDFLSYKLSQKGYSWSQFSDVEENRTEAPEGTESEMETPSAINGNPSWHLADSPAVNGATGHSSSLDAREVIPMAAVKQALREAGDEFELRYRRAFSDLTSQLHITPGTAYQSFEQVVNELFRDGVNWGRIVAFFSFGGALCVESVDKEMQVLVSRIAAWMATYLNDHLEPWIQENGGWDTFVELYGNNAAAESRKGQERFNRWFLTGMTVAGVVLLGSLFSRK
# MCL1-BIM inh = MCL1-BIM-BH3 interaction inhibition (human); Q07820; GST-MCL1 / FITC-Bim-BH3 fluorescence polarization; inhibition, % at 10.9 µM; 320,000 compounds, 0.68% hits; AID 2057;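 active = inhibition above the mean inhibition of all tested compounds plus 3 SD, set per campaign, cut at about 40% in these data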;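 note: 0% = DMSO wells and 100% = unlabeled Bim-BH3 peptide control; higher means more loss of mP so more displacement of Bim peptide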
# TPT1 inh = C. albicans TPT1 enzyme inhibition. recombinant caTPT1, FP RNA substrate dephosphorylation. inhibition, % at 5 µM. 300,000 compounds, 0.81% hits. AID 1962;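 active = inhibition above the mean of all tested compounds plus 3 SD, set per screening campaign, cut at about 24% in these data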;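 note: plate controls were DMSO alone for no effect and ferristatin control at 100 nM for full effect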
# Fam108B inh = Fam108B inhibition, counter-screen for RBBP9 inhibitors. AID 1947. inhibition, % at 9.51 µM. 300,000 compounds, 0.33% hits. recombinant Fam108B, FP-Rh probe fluorescence polarization;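 active = inhibition above the screen mean inhibition plus 3 SD, computed separately per campaign, cut at about 18% in these data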;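 note: inhibitors lower polarization as less probe binds the enzyme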
# GLD-1 TGE inh = GLD-1-TGE RNA interaction inhibition (C. elegans); Q17339; purified GLD-1 + fluorescein TGE RNA, fluorescence polarization; inhibition, % at 5.96 µM; 320,000 compounds, 0.44% hits; AID 2280;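 active = percent inhibition above a per-plate cutoff, the plate mean of test compounds plus 3 SD, cut at about 30% in these data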;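 note: 0% = DMSO wells with GLD-1 and probe and 100% = wells lacking GLD-1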
# PAD4 FP inh = blocks human protein arginine deiminase 4 | 330,000 compounds, 0.41% hits | recombinant PAD4, RCA probe fluorescence polarization | inhibition, % at 6.36 µM | Q9UM07;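 active = percent inhibition above a cutoff equal to the mean of all tested compounds plus 3 SD, cut at about 15% in these data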;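 note: 0% = PAD4 with RCA probe and DMSO and 100% = probe without PAD4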
# GSTO1 counter = counter-screen for RBBP9 inhibitors: inhibitors of human GSTO1; P78417; recombinant GSTO1, activity-based probe fluorescence polarization; inhibition, % at 5.96 µM; 300,000 compounds, 1.1% hits; AID 1974;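 active = inhibition above the campaign mean inhibition plus 3 SD, cut at about 35% in these data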;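 note: 0% = GSTO1-1 with DMSO and 100% = wells lacking GSTO1-1 enzyme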
# MEX-5 binding = C. elegans MEX-5 TCR-2 RNA binding activity. Q9XUB2. MEX-5/FITC-TCR2 RNA binding, fluorescence polarization; active compounds read low. activity score (negative = inhibition of binding), % at 10 µM. 300,000 compounds, 0.38% hits. AID 1832;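 active = inhibition past about -25% in most replicates, and total fluorescence under double the plate's negative control median, limit read from the data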;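 note: 0% = DMSO and -100% = 5 µM competing unlabeled TCR2 RNA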
# Target sequence (Q9XUB2 whole entry, looked up): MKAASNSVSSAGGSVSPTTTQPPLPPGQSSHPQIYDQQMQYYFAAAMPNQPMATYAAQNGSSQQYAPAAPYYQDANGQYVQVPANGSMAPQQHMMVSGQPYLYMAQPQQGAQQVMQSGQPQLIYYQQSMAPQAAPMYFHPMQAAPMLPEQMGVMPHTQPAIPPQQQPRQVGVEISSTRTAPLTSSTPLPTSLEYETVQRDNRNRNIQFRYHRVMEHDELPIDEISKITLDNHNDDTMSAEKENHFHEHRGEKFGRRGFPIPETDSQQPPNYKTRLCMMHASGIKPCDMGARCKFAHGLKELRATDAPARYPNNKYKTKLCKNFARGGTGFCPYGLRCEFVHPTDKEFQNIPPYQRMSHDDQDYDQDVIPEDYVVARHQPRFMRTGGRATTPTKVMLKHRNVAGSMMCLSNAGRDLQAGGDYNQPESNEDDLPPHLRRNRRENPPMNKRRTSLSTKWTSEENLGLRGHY
# PME-1 primary = PME-1 (human) inhibition. 320,000 compounds, 0.53% hits. inhibition, % at 5.9 µM. recombinant PME-1, FP-Rh probe fluorescence polarization. Q9Y570. AID 2130;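 active = inhibition above the campaign mean of all compounds plus 3 SD, cut at about 26% in these data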;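 note: competitive labeling of PME-1 active site by serine hydrolase directed probe; 0% = PME-1 with DMSO and 100% = wells lacking PME-1 enzyme; inhibitors block probe labeling so polarization falls and inhibition rises; many of its hits are not listed in these tables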
# Target sequence (Q9Y570 whole entry, looked up): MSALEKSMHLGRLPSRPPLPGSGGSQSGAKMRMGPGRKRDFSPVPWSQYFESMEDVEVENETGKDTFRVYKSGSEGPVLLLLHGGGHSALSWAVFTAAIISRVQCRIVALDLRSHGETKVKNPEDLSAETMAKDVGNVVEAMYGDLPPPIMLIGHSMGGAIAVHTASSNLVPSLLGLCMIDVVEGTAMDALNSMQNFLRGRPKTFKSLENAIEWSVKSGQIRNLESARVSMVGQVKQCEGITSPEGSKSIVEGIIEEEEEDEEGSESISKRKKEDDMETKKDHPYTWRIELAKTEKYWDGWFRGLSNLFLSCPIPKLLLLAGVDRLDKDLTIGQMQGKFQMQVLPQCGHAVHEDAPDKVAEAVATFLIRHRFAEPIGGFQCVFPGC
# * marks the source's active call; other numbers are inactive results; . = no result given.
SMILES,BCLXL inh,MCL1-BIM inh,TPT1 inh,Fam108B inh,GLD-1 TGE inh,PAD4 FP inh,GSTO1 counter,MEX-5 binding,PME-1 primary
Cc1ccc2cc3c(NC(=O)c4cccnc4)nn(C)c3nc2c1,2.9,5.9,7.0,-1.3,3.4,-2.4,-4.5,1.5,4.6
Cc1ccc(Sc2ccc(C(=O)N(C)C)cc2[N+](=O)[O-])cc1,-3.3,-6.0,3.6,0.9,-2.1,-6.1,18.1,-2.9,21.9
Cn1cc(C=O)c2cc(F)ccc21,2.4,-13.7,-1.9,1.1,1.9,-5.2,3.6,-0.1,-2.0
CNC(=S)N/N=C/c1cn(Cc2ccc(C)cc2)c2ccccc12,-4.5,-3.2,3.3,5.8,2.1,-4.2,-6.7,0.6,11.4
COC(=O)c1[nH]c2ccc(Br)cc2c1NC(=O)CN1CCCc2ccccc21,6.2,0.7,10.4,8.5,-1.1,-1.1,5.9,1.6,17.4
CCCNC(=O)C(Cc1cccc(Br)c1)NC(=O)c1ccc(C#N)cc1 (stereo not drawn),3.5,1.1,.,.,-9.6,-5.3,.,.,-9.4
COc1ccc(OC)c(CNC(=O)CCc2cn(C)c3ccccc23)c1,1.6,-3.5,0.2,1.4,3.3,-2.9,0.1,-0.4,5.7
CCCCCOc1ccc(C(C)(O)C(CN2CCOCC2)c2ccccc2)cc1 (stereo not drawn),-0.7,-1.4,0.3,1.0,1.7,-2.1,2.3,-0.6,3.4
O=S(=O)(NCc1cc(-c2ccccc2Cl)no1)c1ccc(Cl)cc1,4.5,3.2,-1.0,1.8,-2.7,2.8,-3.5,0.7,-4.8
CC(C)(C)C1CCc2nc(NC(=O)Cc3cn4ccsc4n3)sc2C1 (stereo not drawn),9.2,0.1,-0.9,-3.8,8.3,2.7,-2.2,0.4,-16.0
COc1ccc(NC(=O)C(c2ccc(OC)cc2)N(C)C(=O)c2cnccn2)cc1 (stereo not drawn),5.4,-0.1,4.6,-2.5,8.4,-0.3,2.2,1.8,1.9
O=C(CSc1cn(CCNC(=O)c2c(F)cccc2F)c2ccccc12)NCC1CCCO1 (stereo not drawn),2.9,0.0,-2.5,-0.1,10.7,2.0,0.7,0.7,-0.3
O=C(/C=C/c1ccccc1F)c1ccoc1,0.5,8.1,-1.4,8.8,5.0,-2.1,8.0,-4.8,1.8
CCCc1cc(=O)[nH]c(SCC(=O)Nc2ccc(C)cc2)n1,9.4,2.2,1.6,3.5,-2.1,-6.1,-7.1,0.5,0.4
C/C(=C\c1ccccc1)CN1CCN(C)CC1,-2.8,-5.3,-0.1,7.3,-2.4,1.0,-0.9,-0.8,4.1
COCCn1c(CN2CCN(c3cccc(Cl)c3)CC2)nc2c1c(=O)n(C)c(=O)n2C,2.0,6.5,0.1,0.8,-4.5,-2.1,-0.5,-0.2,3.0
COC(=O)c1ccccc1NC(=O)CSCC(=O)Nc1ccccc1,6.7,5.5,3.9,-3.9,6.3,3.4,-7.2,-2.0,-0.2
CCOC(=O)c1c(NC(=O)CSc2nnnn2-c2ccccc2)sc2c1CCC(C)C2 (stereo not drawn),-4.8,-6.8,1.4,3.5,-4.5,0.5,-2.0,-1.6,-11.8
CN(C)S(=O)(=O)c1ccc2c(c1)c(=O)c(C(=O)N1CCN(c3ccccn3)CC1)cn2C,1.3,-0.6,-2.3,0.5,2.1,1.7,4.2,-1.4,-0.9
Cc1nc(NC(=O)CCC(=O)O)sc1C(=O)N(C)C,3.1,-4.6,0.2,1.9,-6.2,-5.5,-1.7,0.1,0.8
CNC(=S)NC1CC2CCC(C1)N2Cc1ccccc1 (stereo not drawn),-2.9,8.2,-3.5,-0.1,-1.5,3.6,2.8,-0.5,0.8
O=C(Nc1c(C(=O)N2CCCC2)cnn1-c1ccccc1)c1cccc(F)c1,6.4,9.7,0.4,0.3,4.0,-1.9,2.5,1.0,2.6
Cc1cc(C)c(C(=O)Nc2cccc(F)c2)c(Cl)n1,0.1,-6.8,-0.3,-3.2,5.0,-3.2,14.5,0.7,-6.4
O=C(N=C1SC2CS(=O)(=O)CC2N1c1ccc(Cl)cc1)C1CCCO1 (stereo not drawn),0.9,-5.1,1.9,3.1,-1.3,0.9,-2.9,0.9,-0.7
CCn1c(CCNC(=O)c2cccs2)nnc1SCC(=O)Nc1cccc(Cl)c1,2.1,7.6,0.6,-1.7,8.3,-5.3,5.4,1.9,-1.4

# Additional results follow.
SMILES,BCLXL inh,MCL1-BIM inh,TPT1 inh,Fam108B inh,GLD-1 TGE inh,PAD4 FP inh,GSTO1 counter,MEX-5 binding,PME-1 primary
Clc1ccc(CNc2nc(CN3CCOCC3)nc3scc(-c4ccccc4)c23)cc1,3.1,6.4,-0.1,-0.7,3.0,1.4,3.7,3.9,-0.5
C=CCn1c(O)c(C=Nc2ccccc2)sc1=S,-11.0,-17.6,7.0,0.6,-10.3,0.4,-6.9,-2.8,0.6
COc1cc(C(=O)N(Cc2ccccn2)CC2CCCO2)cc(OC)c1OC (stereo not drawn),0.2,1.6,4.1,-0.1,0.6,1.1,-6.4,-0.7,0.3
CCOC(=O)C1CCCN(S(=O)(=O)c2cccc3cccnc23)C1 (stereo not drawn),3.0,-5.1,0.4,-1.1,4.8,-2.6,1.9,0.9,-2.8
COc1cccc(C(=O)N/N=C/c2ccc(OC3CSC3)cc2)c1,-2.7,-2.8,0.1,1.3,3.7,-4.5,-6.1,1.1,-3.3
Cc1ccc(NC(=O)CN(C)C(=O)CSc2n[nH]c(N)n2)cc1,5.6,5.2,0.5,-2.0,0.7,0.8,3.9,0.0,3.0
Cc1cccc(C)c1NC(=S)NCCc1ccccn1,4.7,10.4,0.9,4.1,5.3,6.3,2.6,-3.0,1.2
Cc1cc(C(=O)OCC(=O)NCc2ccco2)c(C)o1,3.4,0.4,-1.7,-1.6,7.6,0.4,6.7,.,-5.8
COc1ccc(N2CCN(c3nc(Cl)nc(N4CCOCC4)n3)CC2)cc1,5.1,1.5,-2.2,2.9,3.0,-1.4,2.7,-0.4,-1.9
COc1ccc(-c2c(C(F)(F)F)oc3cc(OCC(=O)Nc4ccccc4C(F)(F)F)ccc3c2=O)cc1OC,2.1,-0.1,-3.0,-2.9,1.7,-3.9,-1.4,1.8,-4.2
CCN(CC)CCCNC(=O)c1cn(CC(C)C)c(=O)c2c1c1ccccc1n2C,4.6,8.6,-3.7,2.1,1.3,2.1,-2.5,0.6,3.3
Cc1ccc(/C(N)=N/OC(=O)CCc2ccccc2)cc1,5.2,-4.2,-0.2,4.5,0.1,-2.4,-7.2,-0.4,2.0
COc1cc(/C=C(\C#N)c2ccccn2)ccc1OCc1ccccc1Cl,3.6,-3.1,1.4,-12.7,3.5,-3.3,-3.4,.,-4.8
Cc1nonc1NCn1nnc2ccccc21,4.9,-3.0,-4.4,-3.9,9.1,3.1,4.4,3.1,-1.8
O=c1[nH]ncc(N/N=C\c2ccc(O)cc2O)c1Cl,9.6,-0.8,-1.7,5.2,2.3,-1.7,13.9,0.8,-4.3
COc1ccc(C(=O)COC(=O)c2ccc(NC(C)=O)cc2)cc1[N+](=O)[O-],2.1,-2.2,-1.9,-4.3,5.5,-0.1,-2.7,3.5,-1.3
Cc1ccc(S(=O)(=O)Nc2cccc(C(=O)NCC(c3ccco3)N3CCCCC3)c2)cc1F (stereo not drawn),8.1,7.0,-1.6,-0.7,2.0,-1.6,8.2,0.5,4.9
Cn1nc([N+](=O)[O-])c(C(C#N)c2nc3ccccc3n2C)c(Cl)c1=O (stereo not drawn),79.3*,91.4*,-19.8,9.7,50.6*,25.7*,62.6*,-28.3*,20.2
CSc1nnc(-c2sccc2-n2cccc2)o1,3.0,8.1,-5.1,-3.4,-5.0,0.7,-2.2,-3.1,-2.4
COCCNC(=O)CN1CCCCCC1,9.4,-4.2,-2.1,1.1,-0.7,-2.0,8.7,-0.2,-1.8
CC(C)(C)NC(=O)CSCc1ccc(Br)cc1,-2.4,-9.5,5.8,0.4,4.5,-4.7,6.3,-1.6,-6.8
Cc1nn(CC#N)c(=O)n1-c1cccc(F)c1,4.5,9.0,-1.7,-1.7,1.6,4.3,7.2,2.2,-0.9
Cc1cc(NCc2ccccn2)n2nc(C)c(-c3ccc(Cl)cc3)c2n1,2.2,1.5,1.3,8.4,1.9,-1.1,10.4,.,3.5
CC(C)c1nc2sc3c(=O)[nH]c(=S)[nH]c3c2c2c1CCCC2,11.5,7.1,-0.2,-1.4,5.5,-2.5,-53.8,-1.7,0.9
CCOc1ccccc1C(=O)NCC(=O)OCC(=O)c1ccc2c(c1)OCCO2,4.2,1.5,-3.8,-2.6,-8.7,9.9,-2.8,-3.2,-4.9

# Whole records as entered above. Order of screens: BCLXL inh	MCL1-BIM inh	TPT1 inh	Fam108B inh	GLD-1 TGE inh	PAD4 FP inh	GSTO1 counter	MEX-5 binding	PME-1 primary
# `CC(C)(C)NC(=O)CSCc1ccc(Br)cc1` is listed as -2.4	-9.5	5.8	0.4	4.5	-4.7	6.3	-1.6	-6.8
# `COCCNC(=O)CN1CCCCCC1` is listed as 9.4	-4.2	-2.1	1.1	-0.7	-2.0	8.7	-0.2	-1.8
# `Cc1cc(C(=O)OCC(=O)NCc2ccco2)c(C)o1` is listed as 3.4	0.4	-1.7	-1.6	7.6	0.4	6.7	.	-5.8

# Pulled by compound from the list above:
SMILES,BCLXL inh,MCL1-BIM inh,TPT1 inh,Fam108B inh,GLD-1 TGE inh,PAD4 FP inh,GSTO1 counter,MEX-5 binding,PME-1 primary
Cc1ccc2cc3c(NC(=O)c4cccnc4)nn(C)c3nc2c1,2.9,5.9,7.0,-1.3,3.4,-2.4,-4.5,1.5,4.6
Cn1cc(C=O)c2cc(F)ccc21,2.4,-13.7,-1.9,1.1,1.9,-5.2,3.6,-0.1,-2.0

# Further structures
SMILES,BCLXL inh,MCL1-BIM inh,TPT1 inh,Fam108B inh,GLD-1 TGE inh,PAD4 FP inh,GSTO1 counter,MEX-5 binding,PME-1 primary
COc1ccc(CC(NC(C)=O)C(=O)NC2CCN(C(=O)NCc3ccccc3)CC2)cc1OC (stereo not drawn),4.7,12.7,-1.6,-0.2,2.8,3.5,9.8,.,-4.6
O=[N+]([O-])c1ccc(NCc2ccc(Cl)cc2)nc1,1.7,5.3,1.0,0.8,8.7,-0.5,2.1,-0.7,-0.2
O=C(NCCS(=O)(=O)c1ccc(Br)cc1)c1ccc(Cl)cc1,0.5,6.0,-0.1,-1.3,5.8,3.8,-5.3,3.3,6.8
Clc1ccc(-c2nnc(SCc3nc4ccccc4s3)o2)cc1,-4.4,-1.7,-1.4,-0.7,4.0,3.7,6.8,-5.9,-1.5
O=C(c1nnc(-c2ccncc2)o1)c1ccccc1Cl,-2.8,2.8,2.5,0.8,-1.5,-2.9,0.7,1.9,6.0
CC(=O)N1CCc2cc(S(=O)(=O)NCCCOC(C)C)ccc21,9.0,-0.3,-0.2,1.7,2.4,1.0,1.9,0.4,-1.8
CC(OC(=O)CCCC(=O)Nc1ccc(F)cc1)C(=O)c1ccccc1 (stereo not drawn),0.7,4.4,3.6,-0.3,3.9,-0.1,-2.9,0.5,1.9
CC(=O)c1ccc(NC(=O)Nc2ccc([N+](=O)[O-])cc2C)cc1,1.7,-5.5,-0.1,-3.7,-5.5,-2.2,12.1,1.8,-9.6
COc1ccccc1NC(=O)C1CCC(CNc2c(N3CCCCC3)c(=O)c2=O)CC1 (stereo not drawn),14.0,7.9,0.7,2.1,6.3,-1.8,9.7,-2.5,-0.9

# This is a subset, so the mix of outcomes need not match the whole.
